Source: PubChem
Yeast life ext = yeast lifespan extension; S. cerevisiae growth with nicotinamide, OD615; deaD strain in restrictive glucose medium; 130,000 compounds, 0.68% hits; inhibition of the nicotinamide effect, % at 10 µM;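 active means inhibition above a set limit, placed 3 SD over the median of all compounds, cut at about 26% in these data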;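 further: 0% = nicotinamide-treated wells and 100% = cells grown without nicotinamide; some compounds called inactive have numbers as strong as hits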
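System: Modified budding yeast, DeaD strain | Buffer or medium: Restrictive glucose medium | Also added: 1.5 mM nicotinamide | Doses: 10 µM single point, 0.25% DMSO | Schedule: 48 h compound exposure at 30 °C, humidified | Detection: Absorbance at 615 nm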
GALR2 blocker = GALR2 (human) receptor antagonism; GALR2-expressing cells, antagonist mode; inhibition, % at 4 µM; 140,000 compounds, 0.39% hits; AID 828; in the data active means inhibition above about 27%;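 further: cells stimulated with galanin 1-16 at roughly its EC80; 0% = agonist challenge control and 100% = basal control without agonist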
Target sequence (O43603 whole entry, looked up): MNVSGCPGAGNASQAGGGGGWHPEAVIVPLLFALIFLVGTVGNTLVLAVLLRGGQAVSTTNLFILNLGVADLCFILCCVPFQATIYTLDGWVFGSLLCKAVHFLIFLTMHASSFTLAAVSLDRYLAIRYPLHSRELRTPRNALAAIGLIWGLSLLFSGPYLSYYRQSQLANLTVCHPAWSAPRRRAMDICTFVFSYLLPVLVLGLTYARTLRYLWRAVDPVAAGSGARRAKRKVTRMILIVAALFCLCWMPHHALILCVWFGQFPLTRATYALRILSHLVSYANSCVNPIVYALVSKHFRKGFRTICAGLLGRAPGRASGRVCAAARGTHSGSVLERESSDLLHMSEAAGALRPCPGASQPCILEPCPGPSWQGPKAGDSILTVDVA
NPY Y2 blocker = antagonists of human neuropeptide Y receptor Y2; P49146; NPY-Y2 expressing cells, antagonist mode; inhibition, % at 2.7 µM; 140,000 compounds, 0.99% hits; AID 793; in the data active means inhibition above about 17%;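 further: 0% = vehicle with agonist challenge and 100% = reference antagonist with challenge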
Target sequence (P49146 whole entry, looked up): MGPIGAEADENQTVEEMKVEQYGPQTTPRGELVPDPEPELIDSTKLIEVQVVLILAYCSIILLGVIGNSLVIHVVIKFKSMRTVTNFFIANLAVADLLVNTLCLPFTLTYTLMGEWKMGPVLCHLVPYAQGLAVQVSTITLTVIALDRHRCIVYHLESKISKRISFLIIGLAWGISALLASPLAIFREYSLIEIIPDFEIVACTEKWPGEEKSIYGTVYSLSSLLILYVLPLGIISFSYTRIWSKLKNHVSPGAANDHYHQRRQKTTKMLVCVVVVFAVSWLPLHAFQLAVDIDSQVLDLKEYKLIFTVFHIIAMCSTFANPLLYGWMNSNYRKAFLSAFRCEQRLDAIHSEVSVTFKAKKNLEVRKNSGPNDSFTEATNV
Phagocyt inh = blocks phagocytosis by macrophages. inhibition, % at 5 µM. J774A.1 macrophage IgG-bead phagocytosis, imaging. AID 1029. 110,000 compounds, 0.07% hits;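 active means inhibition above the mean of the plate negative controls plus 5 SD, cut at about 13% in these data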;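 further: phagocytic index as fraction of beads internalized from green versus red external bead signal; plate controls were DMSO negative control for no effect and cytochalasin-D positive control for full effect; some results beyond the cut were filed as inactive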
MRP1 act = activates MRP-1 | AID 799 | 140,000 compounds, 0.61% hits | H69AR cells + doxorubicin, viability rescue, CellTiter-Glo | viability increase, % at 10 µM;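 active means viability gain under doxorubicin at or above a set limit, the compound median plus 3 SD, cut at about 4.7% in these data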;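 further: MRP-1 overexpressing cells given doxorubicin 25 µM after compound pretreatment; 18-22 h compound pretreatment then 72 h with doxorubicin before readout; 0% = doxorubicin-only wells and 100% = vehicle-treated cells without doxorubicin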
Measles CPE = protection of cells from measles virus; 140,000 compounds, 1.5% hits; protection (pct of control), % at 4 µM; Measles virus-infected cells, CPE protection, absorbance; in the data active means protection mostly above about 24%, no sharp cut-off; inactive means mostly below about 26%; further: some compounds called inactive have numbers as strong as hits
HCT116 PTEN-null = PTEN-deleted cell growth suppression. viability, % at 10 µM. AID 827. HCT116 PTEN-null viability, CellTiter-Glo, 60 h; active compounds read low. 140,000 compounds, 1.2% hits;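 active means viability at or below a set limit, 4 SD under the median of all tested compounds, cut at about 3.7% in these data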;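 further: PTEN knockout HCT116 line with beta catenin targeted HCT116 as companion control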
E-sel TNF inh = blocks E-selectin expression induced by TNF alpha; inhibition, % at 2 µM; HUVEC TNFa-induced E-selectin immunofluorescence, high content; 120,000 compounds, 0.71% hits;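 active means inhibition above the batch mean plus 3 SD, and confirmed as a hit on visual image review, cut at about 43% in these data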;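 further: 0% = TNF-stimulated DMSO wells and 100% = unstimulated control wells; not every result past the cut was called active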
BB579 growth dn = reduces growth of yeast BB579 in restrictive medium; 140,000 compounds, 0.51% hits; AID 804; S. cerevisiae BB579 growth, OD615, 48 h; inhibition, % at 10 µM;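 active means inhibition above a set limit, 3 SD over the mean compound inhibition, cut at about 44% in these data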; further: inactives centre near -24
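System: Saccharomyces cerevisiae DeaD strain BB579, replicative lifespan model yeast | Buffer or medium: Restrictive glucose-based CSMM-D medium | Times: 4 h preincubation and 48 h exposure at 30 °C | Detection: OD615 turbidity measurement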
bCat KO growth = beta-catenin-lacking colon tumor cell growth suppression. AID 818. viability, % at 10 µM. HCT116 beta-catenin knockout viability, CellTiter-Glo, 60 h; active compounds read low. 140,000 compounds, 1.5% hits;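 active means viability at or under a set limit, the compound median less 4 SD, cut at about 6% in these data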;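 further: 0% = Hyamine 1622 control at 20 µM and 100% = untreated cell control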
Numbers without * were called inactive; . = no result given.

Values in the order – Yeast life ext	GALR2 blocker	NPY Y2 blocker	Phagocyt inh	MRP1 act	Measles CPE	HCT116 PTEN-null	E-sel TNF inh	BB579 growth dn	bCat KO growth
> CCN(CC)CCOC(=O)c1c(C)n(C)c2ccc(OC)cc12
→ 4	-1	5	.	-2.8	2	93	.	-60	98
> O=C(Nc1ccc([N+](=O)[O-])cc1)c1nc[nH]c1C(=O)NC1CCCCC1
→ -6	-6	-2	-5	-4.1	8	1.2*	.	-14	2.8*
> CC1CC=C2C(C#N)=C(N)C(C#N)(C#N)C(c3cccs3)C2C1 (stereo not given)
→ -16	11	-1	0	-3.9	5	77	2	-46	78
> CCOC(=O)c1ccc(S(=O)(=O)n2c(CN3CCCCC3)nc3ccccc32)cc1
→ -8	-7	1	1	-0.2	2	88	33	-56	80
> CC1CC(C)CN(C(=O)CSC2=Nc3ccccc3C3=NC(Cc4c[nH]c5ccccc45)C(=O)N23)C1 (stereo not given)
→ -4	10	14	-1	-6.0	5	66	-6	13	80
> O=C(COc1ccc2oc3c(c2c1)CCCC3)Nc1ccccn1
→ -15	-2	8	0	5.3*	10	99	-17	-12	120
> Fc1ccc(NCc2cn3ccccc3n2)cc1
→ 4	9	2	.	-2.6	6	89	.	-14	89
> CCOC(=O)N1CCN(Cc2nc(N)nc(Nc3ccc(OCC)cc3)n2)CC1
→ -23	7	4	.	-3.2	10	97	9	-4	97
> COCC(=O)Nc1nnc(-c2cccs2)s1
→ -7	-4	-1	-1	-1.1	6	90	5	8	88
> COc1ccc(NC(=O)CSc2nnc(C3CC3)n2-c2ccccc2)cc1
→ -13	8	0	.	-1.1	3	96	1	-25	92
> Nc1nc(Nc2cccc(C(F)(F)F)c2)nc(C(F)(F)F)n1
→ -24	-6	-2	-3	-1.4	1	59	.	-31	68
> N#Cc1ccccc1Cn1c(=O)n(Cc2ccc(C(=O)NCc3ccco3)cc2)c(=O)c2ccccc21
→ -10	3	6	.	-4.2	6	19	-52	-38	20
> CC1=NN(C(=O)c2ccc(Cn3nc(C)cc3C)o2)C(O)(C(F)(F)F)C1 (stereo not given)
→ -4	10	-2	0	-0.8	2	84	6	-9	93
> CCNc1nc(NCC)nc(SCCOC(=O)COc2ccc(Cl)cc2Cl)n1
→ -7	-1	2	0	-1.0	11	102	15	-43	91
> COc1cccc(Nc2nc(-c3cccs3)nc3ccccc23)c1
→ -4	6	-3	-5	0.8	9	59	.	-42	59
> COc1ccc(NC(=O)N(C2CCCCC2)C(C)c2ccco2)c(OC)c1 (stereo not given)
→ -2	-6	10	-2	-0.2	19	82	18	-37	86
> COCCCn1c(=N)c(C(=O)NCc2ccc3c(c2)OCO3)cc2c(=O)n3ccccc3nc21
→ -7	7	20*	2	-2.4	6	29	21	-12	24
> Cc1c(C(=O)O)c2cc(O)ccc2n1-c1ccccc1
→ -12	-13	2	-3	-1.5	16	111	.	-51	98
> CN1CCN(NC(=O)CN2C(=O)/C(=C/c3c(Cl)cccc3Cl)SC2=S)CC1
→ -8	-3	1	.	-2.6	13	94	22	-15	104
> CN1CCN(C(=S)c2ccc(-c3cccc(Cl)c3Cl)o2)CC1
→ -5	-1	4	-5	0.3	7	79	7	-53	79
> Cc1ccc(S(=O)(=O)N2CCC(=O)N(CCOCc3cccc(Cl)c3)CC2)cc1
→ 1	-7	-2	.	-0.9	3	85	-4	-16	78
> Cc1ccc(-n2ncc3c(Nc4c(C)n(C)n(-c5ccccc5)c4=O)ncnc32)c(C)c1
→ .	1	0	0	-1.7	3	93	-16	-29	88
> CCN(CC)c1nc2c(s1)C(=O)CC(C)(C)C2
→ -3	-6	-1	0	-1.8	16	99	-11	-44	100
> CC(C)C(NS(=O)(=O)c1ccc(Br)s1)C(=O)O (stereo not given)
→ -4	-8	2	-1	0.4	44	91	.	-4	103
> CC(C)NC(=O)Cn1nnc(-c2ccc(Cl)cc2)n1
→ 1	1	-1	-1	-0.1	6	101	.	-32	93
> CC(C)CC(=O)NC(=S)Nc1cccc(NC(=O)c2ccccc2Cl)c1
→ -15	0	4	0	-0.8	10	99	32	-18	92
> COc1ccc(NC(=S)NC(NC(=O)c2cccc3ccccc23)C(Cl)(Cl)Cl)c([N+](=O)[O-])c1 (stereo not given)
→ -2	-11	-5	1	-2.2	26	73	59	-37	69
> CN1C(=C2C(=O)OC(C)(C)OC2=O)Sc2ccccc21
→ -9	7	3	.	0.5	5	106	-39	0	87
> Cc1nc(NC(=O)c2cc3c(s2)CCCCC3)sc1C(=O)N(C)C
→ -4	2	3	-1	-0.5	9	99	17	-55	91
> Cc1ccc(C(=O)NC(=C(Cl)Cl)S(=O)(=O)c2ccc(C)cc2)cc1
→ 0	-2	6	-5	-0.6	21	75	.	-3	80
> COc1ccc(/C=N/NC(=O)c2ccc(CN3c4cccc5cccc(c45)S3(=O)=O)cc2)cc1
→ -4	11	1	-7	-3.5	23	75	-5	-33	72
> CN(C)S(=O)(=O)c1cccc(C(=O)C2=C3SC=C(c4ccccc4)N3CC2)c1
→ -3	-3	6	-3	-4.7	7	75	-10	-49	86
> CC(C)(O)C#Cc1ccccc1C(=O)NC(CC(N)=O)C(=O)O (stereo not given)
→ -6	1	-1	-2	-0.5	65*	92	-32	-24	88
> Cc1ccc(-c2cc(C(=O)NCc3ccccn3)c3ccccc3n2)cc1
→ -11	2	4	0	0.6	2	82	-45	-23	83
> O=c1c2c(nc3nc(SCc4ccccc4)[nH]n13)CCC2
→ -3	-12	3	-3	-2.8	28	91	-29	-26	125
> Brc1ccccc1-c1nnc(COc2ncnc3c2cnn3-c2ccccc2)o1
→ -9	-22	7	.	1.1	11	65	.	-36	75
> CN(C)S(=O)(=O)c1ccc(C(=O)Nc2ccc(OCC(=O)N3CCOCC3)cc2)cc1
→ -5	9	1	-1	-0.5	17	97	9	-2	102
> O=C(Nc1nc2c(Cl)cccc2s1)c1ccc(Br)o1
→ -8	0	5	-1	2.2	5	71	-24	-67	88
> Cc1csc(SCC(=O)Nc2c(C)n(C)n(-c3ccccc3)c2=O)n1
→ -11	4	1	6	-1.4	20	102	5	22	106
> C=CCNc1oc(COc2ccc(C)cc2)nc1C#N
→ -10	6	4	1	0.2	4	103	29	-1	101
> CCN1CCN(C(C(=O)NC2CCCCC2)c2ccc(Cl)cc2)CC1 (stereo not given)
→ -8	-1	5	.	0.7	17	91	18	-1	84
> Cc1ccc(C2(C)NC(=O)N(CC(=O)Nc3c(C)n(C)n(-c4ccccc4)c3=O)C2=O)cc1 (stereo not given)
→ 3	-7	-1	-2	0.4	11	100	.	-30	95
> O=C(Cc1coc2ccc3ccccc3c12)NC1CCCc2ccccc21 (stereo not given)
→ 0	6	11	-6	-3.4	16	48	.	-66	52
> CCCC(C)C(=O)NCc1ccc2c(c1)OCO2 (stereo not given)
→ -12	-3	4	0	-1.1	4	96	7	-35	93
> Cc1ncc2c(c1OC(=O)c1ccccc1)COC(C)(C)OC2
→ -10	-1	4	-1	-0.4	15	89	4	-15	88
> Cc1ccc(OCc2nnc(SCC(=O)c3cccs3)n2-c2ccccc2)cc1C
→ -11	0	6	.	-1.8	11	98	-8	-33	108
> COc1ccc(S(=O)(=O)Nc2ccc(NC(C)=O)cc2)cc1OC
→ -9	3	1	0	-0.1	5	100	-9	-42	88
> O=[N+]([O-])c1c(NCCO)cc(N2CCC3(CC2)OCCO3)c2nonc12
→ -3	7	5	0	0.1	9	102	.	-15	95
> CCC1C(=O)Nc2nc(-c3ccccc3)c(-c3ccccc3)n2N=C1C (stereo not given)
→ -6	-7	4	-1	-4.5	16	83	6	-38	87
> COc1ccc(/C=C2\NC(=S)N(CC3CCCO3)C2=O)c(OC)c1C (stereo not given)
→ -11	0	0	.	-1.5	22	78	-12	-54	81
> CC1Cc2ccccc2N1CC(=O)NCc1ccc2c(c1)OCO2 (stereo not given)
→ -2	-9	2	-8	-1.6	20	90	.	-16	85
> CCOc1ccc2nc(SCC(=O)N3c4ccccc4Sc4ccccc43)sc2c1
→ -2	-5	4	-2	-1.0	8	76	.	-30	78
> COc1c(Cl)cc(Cl)cc1C(=O)Nc1ccc(NC(=O)c2cccs2)cc1
→ -2	2	-3	-2	-0.8	3	57	-42	-13	59
> CCOCCCNC(=O)CN1CCN(c2ccc(F)cc2)CC1
→ -5	-17	0	-1	-0.7	6	104	-2	-33	89
> C=CCC1(O)C(=O)N2C(=C1C(=O)OCC)c1ccc3ccccc3c1CC2(C)C (stereo not given)
→ 2	2	-2	.	-4.5	61*	82	10	-12	96
> CCOC(=O)N1CCN(Cc2nc(-c3ccc(C)cc3)no2)CC1
→ -11	11	5	-1	-1.5	17	95	8	-30	92
> Cc1nn(-c2ccccc2)c(C)c1/C=N/NC(=O)CSc1nc2ccccc2c(=O)n1-c1ccc(Br)cc1
→ -5	4	3	0	-6.8	4	1.1*	-16	-50	1.1*
> O=C(CO/N=C/c1ccc(OC(F)F)cc1)N1CCc2ccccc21
→ -1	4	2	-2	-2.6	2	90	-6	-23	83
> O=C(CN1CCN(c2ccccc2F)CC1)N1N=CCC1c1ccccc1 (stereo not given)
→ 8	2	-1	-6	-1.6	10	88	.	-16	96
> N#Cc1ccccc1NC(=O)COC(=O)c1ccc(S(=O)(=O)N2CCCC2)cc1
→ -30	0	-1	-1	-3.8	8	92	19	-17	97

(continued)
Values in the order – Yeast life ext	GALR2 blocker	NPY Y2 blocker	Phagocyt inh	MRP1 act	Measles CPE	HCT116 PTEN-null	E-sel TNF inh	BB579 growth dn	bCat KO growth
> CCN(CC)CCNC1=CC(=O)OC12CCCCC2
→ .	7	-1	.	0.3	12	101	-2	-15	102
> CSCCC(NS(=O)(=O)c1ccccc1F)C(=O)OCc1ccccc1Cl (stereo not given)
→ 5	10	0	-3	-2.0	8	97	15	-12	90
> [O-][n+]1onc2c1C(N1CCOCC1)CCC2N1CCOCC1 (stereo not given)
→ -1	3	0	-2	-0.2	1	96	82*	-12	98
> C=CCOc1c(Br)cc(/C=N\n2nnnc2N)cc1OC
→ 0	-9	2	-5	-2.3	11	84	.	-12	85
> O=C(CSc1nnc(COc2ccccc2)o1)Nc1nccs1
→ 2	2	1	.	-1.1	5	100	-10	-34	97
> O=CN(/C=C1\Sc2ccccc2C1=O)Cc1ccccc1
→ 48*	4	3	-1	-2.2	6	98	-4	-26	94
> CC(OC(=O)CCCOc1ccccc1)C(=O)NC(N)=O (stereo not given)
→ -8	1	0	-1	-1.1	4	98	-7	-26	94
> CCC(c1nnnn1CCOC)N1CCN(c2cccc(C(F)(F)F)c2)CC1 (stereo not given)
→ -1	-2	6	-1	-1.4	10	73	34	-35	77
> Cc1cc2c(cc(C(=O)NCCCN3CCOCC3)n2Cc2ccc(Cl)cc2)o1
→ -8	-10	2	1	-1.0	5	87	-3	-69	77

Hits appear at their usual frequency. Share with any hit: about 6.2%.
